Mtb BioA inh: blocks M. tuberculosis BioA enzyme activity; AID 602481; inhibition, % at 9.99 µM; purified M. tuberculosis BioA enzyme, plate reader; actives 0.096% (n = 360,000); in the data active means inhibition above about 40%; inconclusive means no clear call, values can overlap the other calls
UGM FP inh: blocks M. tuberculosis UGM enzyme | purified UGM, fluorescence polarization probe displacement | inhibition, % at 10 µM | actives 0.06% (n = 320,000) | AID 504406; in the data active means inhibition above about 10%, passing the limit was not always enough; inconclusive means no clear call, values can overlap the other calls
Target sequence (P9WIQ1 whole entry, looked up): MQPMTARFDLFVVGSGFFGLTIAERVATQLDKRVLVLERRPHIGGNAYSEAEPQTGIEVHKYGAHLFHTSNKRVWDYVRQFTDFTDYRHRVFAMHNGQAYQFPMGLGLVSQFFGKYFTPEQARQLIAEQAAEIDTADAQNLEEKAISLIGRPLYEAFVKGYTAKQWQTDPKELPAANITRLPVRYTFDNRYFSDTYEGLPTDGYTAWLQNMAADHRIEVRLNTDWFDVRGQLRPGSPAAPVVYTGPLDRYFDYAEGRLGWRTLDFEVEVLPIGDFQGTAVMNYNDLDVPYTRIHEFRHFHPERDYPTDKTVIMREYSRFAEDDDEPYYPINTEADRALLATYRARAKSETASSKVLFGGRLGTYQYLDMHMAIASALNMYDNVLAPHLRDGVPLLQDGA
BoNT-A LC inh2: blocks Botulinum neurotoxin A light chain protease; actives 0.17% (n = 360,000); AID 588499; multiplex microsphere protease substrate cleavage, flow cytometry; inhibition, % at 10 µM; further: plate controls were buffer without enzyme for full effect and enzyme alone for no effect
FBA Mtb inh: inhibitors of M. tuberculosis fructose-bisphosphate aldolase; P9WQA3; purified M. tuberculosis FBA, fluorescence read-out; inhibition, % at 1 µM; actives 2.3% (n = 360,000); in the data active means inhibition above about 27%;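 further: 0% = vehicle and 100% = reference inhibitor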
Target sequence (P9WQA3 whole entry, looked up): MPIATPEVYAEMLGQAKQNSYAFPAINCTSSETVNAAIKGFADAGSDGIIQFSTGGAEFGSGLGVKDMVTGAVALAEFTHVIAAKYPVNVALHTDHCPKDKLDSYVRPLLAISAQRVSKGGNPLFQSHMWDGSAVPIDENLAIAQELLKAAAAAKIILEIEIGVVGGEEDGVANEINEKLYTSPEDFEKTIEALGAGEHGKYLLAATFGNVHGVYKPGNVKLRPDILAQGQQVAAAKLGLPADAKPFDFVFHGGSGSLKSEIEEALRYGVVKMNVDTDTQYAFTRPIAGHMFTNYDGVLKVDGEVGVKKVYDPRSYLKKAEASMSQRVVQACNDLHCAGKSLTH
PfHsp40 rescue: restores yeast growth despite PfHsp40 toxicity | actives 0.68% (n = 340,000) | S. cerevisiae expressing PfHsp40, growth rescue, ATP luminescence | growth rescue, % at 12.5 µM; in the data active means growth rescue above about 28%, passing the limit was not always enough; inconclusive means no clear call, values can overlap the other calls;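 further: yeast W303a lacking pdr1 and pdr3 grown in galactose medium; growth measured after three days at 30 °C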
BoNT F protease: BoNT F light chain protease inhibition; Multiplex microsphere protease cleavage assay, flow cytometry; inhibition, % at 10 µM; actives 0.22% (n = 360,000); AID 588497; in the data active means inhibition above about 35%, passing the limit was not always enough; inconclusive means no clear call, values can overlap the other calls; further: plate controls were buffer without enzyme for full effect and enzyme alone for no effect
GDH-TPI counter: counter-screen for M. tuberculosis FBA inhibitors: GDH-TPI coupled enzymes; actives 1.2% (n = 360,000); inhibition, % at 4.8 µM; GDH-TPI coupled enzyme counterscreen, NADH absorbance; AID 588335; in the data active means inhibition above about 30%;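 further: 0% = DMSO wells and 100% = wells lacking the enzyme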
FadD28 binding: M. tuberculosis FadD28 bisubstrate binding inhibition; inhibition, % at 12.5 µM; actives 0.22% (n = 360,000); FadD28 bisubstrate probe binding, fluorescence polarization; in the data active means inhibition above about 8.5%, passing the limit was not always enough; inconclusive means no clear call, values can overlap the other calls
Anthrax LF inh2: inhibitors of Bacillus anthracis lethal factor protease | actives 0.12% (n = 360,000) | multiplex microsphere protease cleavage assay, LF | AID 588501 | P15917 | inhibition, % at 10 µM; further: plate controls were buffer without enzyme for full effect and enzyme alone for no effect
* hit, by the source's call; ? = inconclusive; . = not tested or not shown. Unless noted, no stated cut-off is given here; in the data, active means inhibition above about 30%; inconclusive means no clear call, values can overlap the other calls; inactive means below that. The order is random; 4.7% or so of the library scored in one or more.

SMILES	Mtb BioA inh	UGM FP inh	BoNT-A LC inh2	FBA Mtb inh	PfHsp40 rescue	BoNT F protease	GDH-TPI counter	FadD28 binding	Anthrax LF inh2
CSCCC(NC(=O)c1ccco1)C(=O)N1CCN(C(c2ccccc2)c2ccccc2)CC1 (configuration not stated)	0.1	.	3.8	3	0.8	14	4	0.9	0
Oc1cccc2nc3ccccc3nc12	-1.4	1.8	0.1	4	1.0	-7	10	-1.3	0
O=C(Nc1ccccc1F)C1C2C=CC3(O2)C1C(=O)N(c1cccnc1)C3C(=O)NC1CCCCC1 (configuration not stated)	.	-0.4	-0.2	0	-0.4	1	-1	-2.9	-1
COc1ccc(-c2n(Cc3ccccc3)c3ccccc3[n+]2Cc2ccccc2)cc1	.	-0.7	-0.8	3	-0.5	-4	6	-1.6	-3
COc1cc(OC)cc(C(=O)NC2CCN(CCCOc3ccccc3)CC2)c1	-0.5	-1.8	-1.5	1	-0.5	?	3	-4.2	-15
O=C(CC1C(=O)NCCN1Cc1cccc(C(F)(F)F)c1)NC1CCOCC1 (configuration not stated)	-2.1	-2.5	-1.3	0	1.0	-2	8	-3.9	1
Cc1ccc(SCC(=O)NC2CCS(=O)(=O)C2)cc1C (configuration not stated)	.	2.7	-0.2	2	-1.5	-4	9	-1.7	-2
Cc1nn(CC(=O)NNC(=O)c2cccc(Br)c2)c(C)c1[N+](=O)[O-]	0.2	0.4	-0.1	1	-1.1	4	7	-0.9	0
Cc1cccc(C)c1NC(=O)CN(C)C(=O)c1cc(S(=O)(=O)N(C)C)ccc1N1CCCC1	-0.6	-2.2	-4.6	1	-0.3	7	-2	-1.8	1
Cc1cccc(C)c1NC(=O)CNC(=O)C(C)N1CCCCC1 (configuration not stated)	-0.1	0.5	-2.0	1	-0.6	-10	1	-2.3	1
O=C(CSc1nnc(-c2ccncc2)o1)NC1CCCCC1	.	1.6	-0.2	-1	-0.5	2	7	-3.0	0
O=C1CC(c2cccs2)c2cc3c(cc2N1)OCO3 (configuration not stated)	3.2	0.9	-3.0	0	-0.6	-8	16	-0.5	-2
Cn1cc(S(=O)(=O)NCc2ccc(F)cc2)c(=O)n(C)c1=O	-2.1	-0.1	1.5	3	-0.3	-10	4	0.9	0
COc1ccccc1Cc1nc2ccccc2n1S(=O)(=O)c1ccc(Cl)cc1	1.4	-3.1	-1.2	3	1.7	-9	5	-0.7	-5
Brc1ccc(-c2csc(N3CCC(c4ccccc4)C3)n2)cc1 (configuration not stated)	-1.4	1.0	?	-1	-0.4	14	0	-0.5	5
O=C(Nc1ccc(Br)cn1)c1ccc(Cl)s1	-0.6	0.4	0.3	0	-0.1	3	-5	-4.4	1
C1CCCCCC(NCCN2CCNCC2)CCCCC1	.	-2.2	-0.7	2	1.3	-32	-1	-1.5	-3
CC(O)(c1cccc(F)c1)c1nc(-c2cc3ccccc3o2)cs1 (configuration not stated)	-1.2	.	-0.2	0	.	-4	-4	-1.7	-1
CN1C(=O)CSc2ccc(NC(=O)Nc3ccccn3)cc21	.	0.2	1.0	0	0.7	4	-3	-2.7	1
COc1ccc(N(C(=O)c2snc(C(N)=O)c2N)C(C(=O)NC2CCCC2)c2cc(OC)ccc2OC)cc1 (configuration not stated)	-0.8	-0.7	0.0	1	-0.8	1	7	.	-2
COc1ccc(NC(=O)CN(C)C(=O)c2oc3ccccc3c2C)cc1	.	-1.1	0.6	-6	-1.9	-5	-3	-3.0	-2
Cc1ccc(OCCC(=O)OCC(=O)Nc2ccc(N3CCOCC3)cc2)cc1	-1.3	3.8	-0.3	5	-0.9	2	8	0.3	-4
c1ccc2c3c([nH]c2c1)-c1[nH]ncc1CC3	3.4	0.7	-0.1	7	7.8	-8	0	-3.6	-4
CSc1cccc(NC(=S)N(Cc2ccc(C)cc2)Cc2ccccn2)c1	.	2.9	-0.3	2	-3.5	-3	2	-1.2	-1
COc1ccc(-c2nnc3sc(CN4C(=O)c5ccccc5C4=O)nn23)cc1	-1.7	-3.1	0.0	-2	-0.2	1	-16	-5.0	1
Cc1cccc(C(=O)OCC(=O)NC(C)CCc2ccccc2)c1O (configuration not stated)	-1.4	1.8	1.3	1	1.8	16	3	-3.4	3
Cc1ccccc1C(=O)Nc1nc(=S)ss1	-1.3	0.0	-0.3	-3	0.3	0	16	-4.4	0
Cc1cc(C)c(CN2CCN(C(=O)CC[C@H]3O[C@@H](n4cnc5c(NC(=O)c6ccccc6)ncnc54)[C@H](O)[C@@H]3O)CC2)c(C)c1	-0.5	.	-0.3	-1	.	-6	.	-1.1	-3
O=C(Nc1ccccc1)c1cc(C2CCCN(C(=O)c3ccccc3)C2)on1 (configuration not stated)	0.8	.	0.0	-2	.	7	5	-1.8	-1
CCNC(=O)NC(=O)C(C)OC(=O)CCS(=O)(=O)c1ccc(C)cc1 (configuration not stated)	.	-3.4	-0.2	4	-1.0	-5	-2	-1.4	-3
Cc1cc(C)c(S(=O)(=O)N2CCN(C(=O)CC(C)n3nc(C)nc3C)CC2)c(C)c1 (configuration not stated)	-0.9	.	-0.4	-3	.	-5	-4	-3.6	-2
O=C(Cn1ccc(C(F)(F)F)n1)N/N=C/c1ccc(N2CCOCC2)cc1	.	0.5	0.0	39*	-1.4	9	31	0.3	9
CC1(C(=O)NS(=O)(=O)c2cccc(C#N)c2)CCN1C(=O)CC1CCCC1 (configuration not stated)	-0.9	.	-0.9	2	.	-4	12	-0.2	-3
O=S(=O)(c1ccc2c(c1)OCCCO2)N1CCNCC1	-0.2	0.4	1.2	1	-1.0	?	-10	-3.2	3
CC1CCN(c2ccc(/C=N/n3nnnc3N)cc2[N+](=O)[O-])CC1	.	0.5	-1.0	-1	-1.2	2	21	0.7	-5
Cc1noc(C)c1COC(=O)CCOc1ccccc1	-2.0	2.5	-2.5	4	-0.7	-4	1	-0.6	-1

Molecules listed so far that have a furan ring, fused or not, in the order listed:
SMILES	Mtb BioA inh	UGM FP inh	BoNT-A LC inh2	FBA Mtb inh	PfHsp40 rescue	BoNT F protease	GDH-TPI counter	FadD28 binding	Anthrax LF inh2
CSCCC(NC(=O)c1ccco1)C(=O)N1CCN(C(c2ccccc2)c2ccccc2)CC1 (configuration not stated)	0.1	.	3.8	3	0.8	14	4	0.9	0
CC(O)(c1cccc(F)c1)c1nc(-c2cc3ccccc3o2)cs1 (configuration not stated)	-1.2	.	-0.2	0	.	-4	-4	-1.7	-1
COc1ccc(NC(=O)CN(C)C(=O)c2oc3ccccc3c2C)cc1	.	-1.1	0.6	-6	-1.9	-5	-3	-3.0	-2

Next part:
SMILES	Mtb BioA inh	UGM FP inh	BoNT-A LC inh2	FBA Mtb inh	PfHsp40 rescue	BoNT F protease	GDH-TPI counter	FadD28 binding	Anthrax LF inh2
CC(=O)c1ccc(OCc2cc(C(=O)N(C)CCOc3ccc(C)cc3)no2)cc1	0.0	1.4	-1.2	-1	3.4	-1	-2	4.5	0
COc1cc(/C=N/n2cnnc2)ccc1Oc1nc(Cl)ncc1F	1.3	-0.7	0.4	-1	1.7	0	-2	-4.9	-5
O=C(NCC(c1ccco1)N1CCc2ccccc2C1)C(=O)Nc1ccccc1 (configuration not stated)	-0.4	1.8	3.9	4	1.3	11	1	-1.2	4
O=c1[nH]c2c(c(=O)[nH]1)CCCCCC2	-1.1	.	0.3	3	8.9	-4	0	0.9	5
O=C(Nc1ccc2c(c1)OCCO2)C1CCCN1C(=O)Nc1ccc(F)cc1 (configuration not stated)	2.0	6.2	0.3	-2	-1.1	9	1	-0.4	1
O=c1cc(O)n(-c2ccccc2)c(=S)[nH]1	-0.2	-1.6	1.4	1	-1.2	?	3	-1.4	6
COc1ccc(N2CCN(C(=O)c3cccc(Br)c3)CC2)c([N+](=O)[O-])c1	.	0.6	-1.1	-1	-0.5	-10	-3	-1.2	-5
O=C(Nc1cccc(Br)c1)c1cc(S(=O)(=O)N2CCOCC2)cs1	1.1	2.3	0.6	0	0.6	-1	0	-9.0	-1
O=C(Nc1ccc(Br)cc1)c1ccc(-n2cnnn2)cc1	.	-3.7	3.8	1	0.1	2	-3	-4.5	18
CCOc1ccc(OCCOCCN2CCCC2)cc1	-1.0	-1.8	1.0	-3	-2.5	?	10	-3.4	1
Cc1nnc(SC/C=C/c2ccccc2)n(N)c1=O	.	-0.7	0.6	-1	-1.5	-6	-5	1.4	-4
N#CC1=C(S)N(c2ccccc2)C(c2cccs2)NC1=O (configuration not stated)	-3.6	2.6	-1.1	3	1.5	-3	8	0.0	-3
O=C(COC(=O)C1CC1)Nc1ccc(Cl)cn1	-0.2	-0.2	2.5	-2	-0.6	-1	-3	.	6
O=C(c1cc(C2CCCCN2S(=O)(=O)c2ccc(F)cc2F)on1)N1CCOCC1 (configuration not stated)	-1.0	.	0.2	6	.	-1	7	-1.2	2
CCCn1c(=O)c(C(=O)NCCc2ccc(OC)c(OC)c2)c(O)c2ccccc21	-0.9	0.8	-1.3	-2	192*	3	14	-2.2	-4
O=C(O)c1cc(Cl)c(Cl)cc1C(=O)N1CCCC1	-1.8	-1.6	-1.7	3	-0.6	-18	11	-0.7	-3
Brc1ccc(-c2ccc(/C=N/Nc3nc4ccccc4[nH]3)o2)cc1	-0.6	-0.3	0.3	13	3.2	-18	12	-3.9	-1
CCOc1ccc(NC(=O)c2ccc(OCC3CCCO3)cc2)cc1S(=O)(=O)N(CC)CC (configuration not stated)	-1.0	-6.2	.	0	-0.1	.	-4	1.2	.
COC(=O)c1ccc(-n2c(C)cc(-c3csc(NC(=O)c4ccc(S(=O)(=O)N(C)C)cc4)n3)c2C)cc1	-1.3	3.2	5.1	2	-0.9	0	-2	1.6	-4
OCC[C@H]1C[C@@H](O)[C@H](O)[C@@]2(Cc3ccccc3O2)O1	-0.9	0.1	-0.3	-1	-1.7	5	-7	-2.7	-3
NC(=S)NN=C(c1ccc(Br)cc1)C1CC1	1.0	.	-0.8	-1	-1.2	-7	3	-0.9	3
CCN(CC(=O)Nc1cc(S(=O)(=O)N2CCOCC2)ccc1Cl)Cc1ccccc1	-0.8	-2.6	-0.3	0	0.2	-5	9	-1.1	3
O=C(CC(C(=O)O)N1CCOCC1)Nc1ccc(Cl)cc1 (configuration not stated)	.	-0.7	1.0	-1	-0.7	2	-2	-2.6	0
COc1ccc(OC)c(N=C2C(=O)Nc3ccccc32)c1	3.4	-3.4	?	-2	-0.1	-4	-4	-0.1	-8
CCOc1cccc(N2C(=O)CC(N(CCc3ccc(OC)c(OC)c3)C(=O)CC)C2=O)c1 (configuration not stated)	-0.7	-0.6	0.1	3	3.1	-9	-4	-2.0	2
CCOc1ccc(OCCSc2nc3ccccc3[nH]2)cc1	1.2	-0.7	-0.1	-3	1.0	3	-4	-0.5	0
Cc1ccc(C(=O)N2CCN(c3ccccc3)CC2)cc1C	1.4	-1.5	2.5	0	2.2	-1	4	-3.8	4
CC(C)N(C(=O)[C@H]1CC(CC(=O)NCCc2ccccn2)C(=O)N2CCc3c([nH]c4ccccc34)[C@]12C)C(C)C (some centres not stated)	-0.1	-2.2	0.2	-1	1.5	-6	2	-0.1	-6
O=C(O)CCn1c(SCc2ccccc2)nc2ccccc21	-0.8	0.2	0.4	-2	1.2	-7	-5	0.4	2
CN(CC(=O)Nc1cccc2c1CCCC2)S(=O)(=O)c1ccc(Br)cc1	-1.8	0.7	0.2	1	2.4	-9	8	-0.8	1
CCCc1nnc(SCC(=O)Nc2ccc(Cl)cc2Cl)o1	-5.7	0.4	-1.3	1	-0.2	-7	1	-0.2	-6

Record cards, as listed above. Screens in order: Mtb BioA inh | UGM FP inh | BoNT-A LC inh2 | FBA Mtb inh | PfHsp40 rescue | BoNT F protease | GDH-TPI counter | FadD28 binding | Anthrax LF inh2
CC(C)N(C(=O)[C@H]1CC(CC(=O)NCCc2ccccn2)C(=O)N2CCc3c([nH]c4ccccc34)[C@]12C)C(C)C (some centres not stated) is listed with -0.1 | -2.2 | 0.2 | -1 | 1.5 | -6 | 2 | -0.1 | -6
O=C(Nc1ccc(Br)cn1)c1ccc(Cl)s1 is listed with -0.6 | 0.4 | 0.3 | 0 | -0.1 | 3 | -5 | -4.4 | 1
